Assay outcomes deposited in PubChem by several laboratories.
EP2 mod: EP2 receptor modulators, cAMP readout, primary screen, cell-based, HTRF cAMP, PGE2 stimulation; 260,000 tested, 0.83% active; Prostaglandin E2 receptor EP2 subtype (Homo sapiens), P43116; induction, % at 25 µM; EP2-expressing cells, cAMP HTRF FRET, PGE2 co-stimulation;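 active = compounds whose cAMP rise, as percent of the full-agonist control response, exceeds 60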;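 note: rat C6 glioma line stably carrying human EP2 under a CMV promoter; the protocol text gives 20 µM as final concentration; 100% = response of wells given 1 µM PGE2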
Target sequence (P43116 whole entry, looked up): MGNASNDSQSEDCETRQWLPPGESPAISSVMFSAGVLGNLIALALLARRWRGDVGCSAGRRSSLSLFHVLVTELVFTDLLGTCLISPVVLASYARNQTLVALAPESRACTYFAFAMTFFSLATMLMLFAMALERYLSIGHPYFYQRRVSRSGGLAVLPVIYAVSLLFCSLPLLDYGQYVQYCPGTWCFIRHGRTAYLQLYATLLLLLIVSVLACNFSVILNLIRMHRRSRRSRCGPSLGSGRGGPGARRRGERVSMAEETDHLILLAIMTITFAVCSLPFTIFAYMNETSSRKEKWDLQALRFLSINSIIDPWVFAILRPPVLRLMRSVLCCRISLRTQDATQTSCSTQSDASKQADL
m-calpain inh: inhibitors of pig calpain II, primary screen, biochemical, fluorogenic peptide substrate, 1536-well | purified calpain II, 30 min | inhibition, % at 16 µM | 220,000 tested, 0.37% active | AID 1236, 2008;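 active = inhibition above about 50%, limit read from the data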
TRPML3 agonist: human TRPML3 channel agonists, primary screen, cell-based, HEK293 TRPML3-YFP, Fluo-8 calcium fluorescence, 3 µM; 100% = the carbachol control signal; AID 1448, 2008; activation, % at 3 µM; 220,000 tested, 0.29% active; Mucolipin-3 (Homo sapiens), Q8TDD5;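 active = activation above its plate's cutoff, the mean activation of the plate's test wells plus 3 SD, cut at about 12% in these data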;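 note: 0% = DMSO only wells and 100% = carbachol wells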
Target sequence (Q8TDD5 whole entry, looked up): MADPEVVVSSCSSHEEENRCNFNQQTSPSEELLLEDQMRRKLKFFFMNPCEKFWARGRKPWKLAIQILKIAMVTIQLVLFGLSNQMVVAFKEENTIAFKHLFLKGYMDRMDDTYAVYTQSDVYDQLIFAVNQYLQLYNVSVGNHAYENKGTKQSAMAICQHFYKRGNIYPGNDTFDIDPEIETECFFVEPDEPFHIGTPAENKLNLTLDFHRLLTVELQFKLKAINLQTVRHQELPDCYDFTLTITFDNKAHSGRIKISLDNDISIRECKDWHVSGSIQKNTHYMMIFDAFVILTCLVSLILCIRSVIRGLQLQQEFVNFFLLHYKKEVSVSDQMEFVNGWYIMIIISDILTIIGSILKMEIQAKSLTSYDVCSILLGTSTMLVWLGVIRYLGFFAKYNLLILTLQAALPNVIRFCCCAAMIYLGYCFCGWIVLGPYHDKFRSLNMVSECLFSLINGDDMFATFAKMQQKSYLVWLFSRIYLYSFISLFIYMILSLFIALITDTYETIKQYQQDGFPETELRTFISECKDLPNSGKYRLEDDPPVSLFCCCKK
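Test system: TRPML3-YFP stable HEK293 cells. Doses: single point at 3 µM. Incubation: dye loading 1 h 37 °C then 30 min ambient, 125 s read. Signal: Fluo-8 calcium dye fluorescence, ex 470-495, em 515-575 nm. Measure: percent activation from peak-to-basal fluorescence ratio, scaled between DMSO and carbachol.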
S1P4 agonist: S1P4 receptor agonists, primary screen, cell-based; Sphingosine 1-phosphate receptor 4 (Homo sapiens), O95977; S1P4-expressing cell line, agonist reporter assay; activation, % at 4.98 µM; 220,000 tested, 0.35% active; AID 1509, 2009; in the data active = activation above about 11%;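 note: 0% = DMSO vehicle and 100% = reference agonist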
BaF3 tox: parental Ba/F3 cell viability inhibition, counter-screen for JAK2V617F inhibitor project, murine pro-B, CellTiter-Glo luminescence; AID 1486, 2009; CellTiter-Glo ATP luminescence; 220,000 tested, 1.1% active; inhibition, % at 5.6 µM;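 active = inhibition above a per-campaign cutoff, the mean inhibition of all tested compounds plus 3 SD, cut at about 27% in these data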;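 note: 0% = DMSO wells and 100% = JAK Inhibitor I control wells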
Ba/F3 V617F tox: reduced viability of JAK2V617F-dependent Ba/F3 cells, primary screen, JAK2V617F inhibitor project, cell-based, Ba/F3 EpoR-JAK2V617F, luminescence | ATP luminescence | inhibition, % at 5.6 µM | 220,000 tested, 1.1% active | AID 1446, 2008;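 active = inhibition above the campaign mean plus 3 SD over all tested compounds, cut at about 24% in these data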;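 note: cytokine-independent growth of Ba/F3 cells driven by EpoR plus mutant JAK2; 0% = DMSO-treated cells and 100% = JAK inhibitor I control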
PERK inhibitor: block of dimerizer-induced PERK translation repression, primary screen, PERK inhibitor project, CHO PERK-DD cells, SEAP luminescence, HTS | Eukaryotic translation initiation factor 2-alpha kinase 3 (Homo sapiens), Q9NZJ5 | CHO PERK-DD fusion, SEAP luminescence translation reporter | inhibition, % at 5.6 µM | 220,000 tested, 0.17% active | AID 1416, 2008;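 active = inhibition above the mean inhibition of all tested compounds plus 3 SD, set separately per screening campaign, cut at about 2.9% in these data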;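 note: PERK kinase domain activated by AP20187 dimerizer at 100 nM; 0% = DMSO with dimerizer and 100% = rapamycin at 8.4 µM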
zfTRPN1 agonist: zebrafish TRPN1 channel agonists, primary screen, cell-based, HEK293, calcium fluorescence; transient receptor potential cation channel N1 (TRPN1/NompC), Danio rerio; HEK293 zebrafish TRPN1-YFP, Fluo-8 calcium fluorescence; 100% = response to 87 µM carbachol; activation, % at 3 µM; 220,000 tested, 0.18% active; AID 1424, 2008;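 active = activation above its plate's cutoff, the mean activation of test wells on that plate plus 3 SD, cut at about 19% in these data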;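 note: 0% = DMSO alone and 100% = 87 µM carbachol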
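Assay system: Zebrafish TRPN1-YFP in HEK293 cells | Incubation: Dye loading 1 h at 37 °C, then 30 min room temperature | Measured by: Kinetic Fluo-8 fluorescence, ex 470-495, em 515-575 nm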
S1P4 antagonist: S1P4 receptor antagonists, primary screen, cell-based. 220,000 tested, 0.26% active. Sphingosine 1-phosphate receptor 4 (Homo sapiens), O95977. inhibition, % at 4.98 µM. S1P4-expressing cells, antagonist mode, reporter read-out; in the data active = inhibition above about 29%;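 note: 0% = wells stimulated with agonist and 100% = vehicle wells without agonist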
Active calls of the source: *; . = not tested or not shown; & = joins results of further samples.

SMILES	EP2 mod	m-calpain inh	TRPML3 agonist	S1P4 agonist	BaF3 tox	Ba/F3 V617F tox	PERK inhibitor	zfTRPN1 agonist	S1P4 antagonist
CCNC(=O)c1c(NC(=O)c2cc(-c3cc(C)ccc3O)n[nH]2)sc2c1CCCC2	-12	-100	1.4	-2.2	9	-1	1.1	1.6	-9
Cc1ccc(SC2=C(Sc3ccc(C)cc3)C(=O)c3ccccc3C2=O)cc1	-18	4	-0.3	0.0	-2	0	-1.1	0.1	-15
CCOC(=O)c1ccc(NC(=O)CC2S/C(=N/N=C3/NC(=O)CS3)NC2=O)cc1 (configuration not stated)	7	6	-0.2	0.3	6	5	1.1	1.0	-2
COP(C)(=O)c1c(C)nn(-c2ccccc2)c1C (configuration not stated)	13	-45	1.3	0.7	3	-4	1.5	0.2	-40
CCN(CC)CCCNC(=O)CC1Oc2ccc(C)cc2NC1=O (configuration not stated)	11	-19	1.0	0.2	2	0	1.7	-0.2	-6
CCN(CC)c1ccc(/C=N/OCC(=O)N2CCCc3ccccc32)cc1	-3	36	-0.2	-0.3	3	2	-0.1	-0.3	0
CCn1c(=O)c(-[n+]2ccccc2)c(O)c2ccccc21	6	-4	0.6	-0.2	1	-2	1.0	0.5	-5
O=S1(=O)N=C(N2CCN(Cc3ccccc3)CC2)c2ccccc21	-29	-1	0.1	0.5	60*	-4	0.1	-0.8	-3
CCOC(=O)c1ccccc1NC(=O)CCNC(=O)Cn1cnc2ccccc2c1=O	16	-33	-0.2	0.0	-3	-1	-1.4	0.8	-6
O=C(CNC1CCCCCC1)Nc1ccc(N2CCCC2)cc1	-21&-6	16	0.1	-0.4	1	0	-0.4	0.3	-8
Cc1cccc(Nc2nc(-c3ccccc3)c(C(=O)Nc3cccnc3)s2)c1	-9	-19	0.1	-2.0	4	3	-0.8	-0.2	-3
O=C(NCCN1CCOCC1)c1ccc(F)cc1	24	6	0.6	0.1	7	1	0.2	0.0	-4
Cc1cc(C)nc(N2C(=O)CC(Cc3ccccc3)C2=O)n1 (configuration not stated)	37	-13	0.9	-2.0	-1	-3	-0.3	0.3	-6
CCOC(=O)CCC(=O)NNC(=O)COc1ccc(C(C)C)cc1Br	17	16	0.3	-0.4	7	1	2.5	-0.5	-6
CCOC(=O)C1CCN(c2c(C(=O)c3ccccc3)cnc3ccc(Cl)cc23)CC1	81*	34	0.1	-0.4	5	2	-0.6	-1.8	-4
COc1ccc(NC(C)C(=O)Nc2ccc(C#N)cc2)cc1Cl (configuration not stated)	-24	-144	1.1	0.3	4	-2	0.3	4.0	-12
CN(c1ccccc1)S(=O)(=O)c1ccc(NC(=S)Nc2ccccc2)cc1	-36	14	0.3	-1.1	6	-1	1.6	1.1	2
CCOCCCNC(=O)c1ccc2c(c1)ncn2C1CCCC1	-38	-42	0.6	-2.8	-1	-2	-0.3	0.3	-17
CN(CC(=O)NCc1ccccn1)S(=O)(=O)c1ccc(F)cc1	-3&2	-6	1.5	2.2	2	0	0.0	-0.1	-2
C=CCn1c(SCC(=O)NC(=O)NC2CCCC2)nnc1C1CCCCC1	-1	9	-0.8	1.4	10	5	-0.5	1.0	-3
CCCCNC(=O)c1cccc(NC(=O)C(=O)c2ccccc2NC(C)=O)c1	16	29	0.3	-1.0	7	1	-1.6	2.0	-16
Cc1ccc(S(=O)(=O)c2cnc(-c3ccccc3)nc2Oc2ccccc2)cc1	18	10	0.7	0.3	4	3	0.9	0.5	0
CCOC(=O)CC(NC(=O)CCc1c(C)nc2ncnn2c1C)c1ccc(OC(C)C)cc1 (configuration not stated)	7	19	0.1	-0.7	2	2	1.6	-1.3	5
COC(=O)c1sc(S(=O)(=O)N2CCCCC2C(=O)O)c(C(=O)OC)c1C (configuration not stated)	28	8	0.3	-2.0	2	-3	0.4	1.1	2
CC1CC(C)(C)NC(=S)N1CCCC(=O)N1CCN(c2ccccc2F)CC1 (configuration not stated)	25	-6	0.3	-2.1	0	-2	0.4	-2.5	-12
CCOc1ccc(Nc2nc(N)nc(CCl)n2)cc1	-8	8	0.2	0.3	10	99*	0.1	-1.1	-4
C=CCNC(=S)N1CCN(CCNC2=CC(=O)CC(C)(C)C2)CC1	-24	-8	1.0	0.6	-1	-3	-1.6	0.5	2
O=C(NC12CC3CC(CC(C3)C1)C2)c1ccc(-c2ccccc2Cl)o1	-28	0	0.0	-0.5	7	-3	1.8	0.0	-4
O=C(Cn1c(C(F)(F)F)nc2ccccc21)c1ccc(Br)cc1	-51	2	-0.5	-1.0	2	0	0.1	-2.4	0
N/C(=N\OC(=O)Cc1cccs1)c1cccc([N+](=O)[O-])c1	25	-8	-0.3	3.5	3	-1	-0.7	-0.2	-9

Another view of part of the listing above:
canonical_smiles | EP2 mod | m-calpain inh | TRPML3 agonist | S1P4 agonist | BaF3 tox | Ba/F3 V617F tox | PERK inhibitor | zfTRPN1 agonist | S1P4 antagonist
COc1ccc(NC(C)C(=O)Nc2ccc(C#N)cc2)cc1Cl (configuration not stated) | -24 | -144 | 1.1 | 0.3 | 4 | -2 | 0.3 | 4.0 | -12
CN(c1ccccc1)S(=O)(=O)c1ccc(NC(=S)Nc2ccccc2)cc1 | -36 | 14 | 0.3 | -1.1 | 6 | -1 | 1.6 | 1.1 | 2
CCOCCCNC(=O)c1ccc2c(c1)ncn2C1CCCC1 | -38 | -42 | 0.6 | -2.8 | -1 | -2 | -0.3 | 0.3 | -17
CN(CC(=O)NCc1ccccn1)S(=O)(=O)c1ccc(F)cc1 | -3&2 | -6 | 1.5 | 2.2 | 2 | 0 | 0.0 | -0.1 | -2
C=CCn1c(SCC(=O)NC(=O)NC2CCCC2)nnc1C1CCCCC1 | -1 | 9 | -0.8 | 1.4 | 10 | 5 | -0.5 | 1.0 | -3
CCCCNC(=O)c1cccc(NC(=O)C(=O)c2ccccc2NC(C)=O)c1 | 16 | 29 | 0.3 | -1.0 | 7 | 1 | -1.6 | 2.0 | -16
Cc1ccc(S(=O)(=O)c2cnc(-c3ccccc3)nc2Oc2ccccc2)cc1 | 18 | 10 | 0.7 | 0.3 | 4 | 3 | 0.9 | 0.5 | 0
CCOC(=O)CC(NC(=O)CCc1c(C)nc2ncnn2c1C)c1ccc(OC(C)C)cc1 (configuration not stated) | 7 | 19 | 0.1 | -0.7 | 2 | 2 | 1.6 | -1.3 | 5
COC(=O)c1sc(S(=O)(=O)N2CCCCC2C(=O)O)c(C(=O)OC)c1C (configuration not stated) | 28 | 8 | 0.3 | -2.0 | 2 | -3 | 0.4 | 1.1 | 2
CC1CC(C)(C)NC(=S)N1CCCC(=O)N1CCN(c2ccccc2F)CC1 (configuration not stated) | 25 | -6 | 0.3 | -2.1 | 0 | -2 | 0.4 | -2.5 | -12
CCOc1ccc(Nc2nc(N)nc(CCl)n2)cc1 | -8 | 8 | 0.2 | 0.3 | 10 | 99* | 0.1 | -1.1 | -4

(list continues)
SMILES	EP2 mod	m-calpain inh	TRPML3 agonist	S1P4 agonist	BaF3 tox	Ba/F3 V617F tox	PERK inhibitor	zfTRPN1 agonist	S1P4 antagonist
COc1cc(C2=NC(CO)(CO)CO2)cc(OC)c1OC	-19	-7	1.0	0.4	9	5	1.1	0.6	-16
Cc1nn(Cc2ccc(F)cc2)c(C)c1NC(=O)c1cc(-c2ccco2)on1	-15	-39	0.4	2.7	4	0	-0.4	1.0	6
CC(=O)NCC(=O)OCC(=O)Nc1nc(-c2ccccc2)cs1	-24	-18	0.7	0.1	7	-4	1.6	-3.1	21
CCCCP(=O)(c1ccccn1)c1ccccn1	.	.	0.2	1.5	2	-3	0.3	-0.6	-13
CCCCNC(=O)NNc1nc(Cl)cc(C)c1C#N	2	27	1.8	0.8	1	2	-0.2	6.3	1
O=C(O)/C=C/c1ccc(S(=O)(=O)Nc2ccc(OCc3ccccc3)cc2)cc1	15	-3	0.8	-0.4	-14	-1	0.1	2.5	-4
CC(C)Oc1ccc(NC(=O)C2CCCNC2=O)cc1 (configuration not stated)	18	8	0.5	-0.6	3	-1	1.0	1.7	-13
Cc1ccc(S(=O)(=O)NCC(C)NS(C)(=O)=O)cc1 (configuration not stated)	-5	-21	0.5	-0.1	7	4	0.6	0.8	10
CCN(CC)S(=O)(=O)c1cccc(NN=c2c(=O)c3ccccc3c2=O)c1	5	29	0.0	-1.2	-4	0	0.9	-0.1	-7
COc1cc(OC)cc(C(=O)NCc2cc(C)nc3ccccc23)c1	-33	11	1.8	-1.2	6	0	-0.3	4.5	0
COc1ccc(N(CCC#N)C(=O)/C(C#N)=C/c2cccs2)cc1	-1	11	0.3	1.0	3	-2	0.6	-0.5	4
COc1ccc(CNC(=O)c2cccc(C)c2[N+](=O)[O-])cc1	18	-9	0.8	0.6	4	0	1.0	-0.7	-8
CCN(CC)Cc1cc(C(C)=O)ccc1OCC(C)C	-8	11	0.2	-1.1	3	-2	-0.5	-0.6	9
Cn1c(SCc2ccc(C(C)(C)C)cc2)nnc1C1COc2ccccc2O1 (configuration not stated)	45	43	-0.5	1.5	3	-3	0.3	-0.3	-5
COc1cc(/C=N/NC(=O)COc2cc(C)cc(C)c2)ccc1OS(=O)(=O)c1ccc(C)cc1	1	-39	0.9	0.1	6	-2	-0.3	0.9	-24
CCC(=O)NC(Cc1ccccc1)c1ccc2c(c1)OCCCO2 (configuration not stated)	19	18	-0.1	2.4	31*	39*	-0.4	-0.1	-12
COc1ccc2c(c1OC)C(=O)OC2Nc1ncccc1C (configuration not stated)	14	-34	0.9	-0.9	5	-5	1.8	0.9	-14
CC(=O)Nc1ccc(NC(=O)CSc2ccccn2)cc1	-4	13	0.1	-0.4	3	2	-0.3	1.9	-5
CCOC(=O)c1sc(C)c2c(=O)n(Cc3ccc(Cl)cc3)c(C)nc12	21	-70	-0.3	3.2	4	3	-0.8	-0.3	-6
CCCCCn1c(CCNC(=O)c2cccs2)nc2ccccc21	3	-10	-0.6	2.5	4	-2	-1.4	-1.5	-6
COCCn1c(=N)c(C(=O)NCCc2ccccc2)cc2c(=O)n3cccc(C)c3nc21	.	.	0.1	2.4	5	0	-0.7	0.2	-3
O=C1CC(N2C(=O)/C(=C/C=C/c3ccccc3)SC2=S)C(=O)N1c1ccccc1 (configuration not stated)	13	4	0.9	-0.1	4	-2	0.0	-0.4	-11
O=C1C2CC=CCC2C(=O)N1c1ccc(N2CCN(c3ccccn3)CC2)c([N+](=O)[O-])c1 (configuration not stated)	-54	32	1.3	0.9	9	3	0.4	2.6	1
CCn1c(CSCc2c(Cl)cccc2Cl)n[nH]c1=S	3	22	-1.4	-3.3	-3	-2	0.5	-2.6	-10
Cn1c(SCC(=O)NCCc2ccc(S(N)(=O)=O)cc2)nc2ccccc2c1=O	5	1	1.3	0.1	7	2	1.2	0.9	-4
